LYPLA2 inh: counter-screen for PME1 inhibitors: inhibitors of human LYPLA2; O95372; recombinant LYPLA2, FP-Rh probe fluorescence polarization; inhibition, % at 5.9 µM; 0.38% of 320,000 active; AID 2177;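 active = inhibition above the screen-wide mean plus 3 SD, limit set per campaign, cut at about 26% in these data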;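 also: 0% = LYPLA2 with DMSO and 100% = wells lacking LYPLA2 enzyme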
PAFAH2 inh: inhibitors of human PAFAH2 | recombinant PAFAH2, FP-rhodamine activity probe, fluorescence polarization | inhibition, % at 3.39 µM | 0.99% of 340,000 active | AID 492956;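 active = inhibition above the mean over all tested compounds plus 3 SD, cut at about 30% in these data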;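 also: inhibitors block probe labeling of enzyme so polarization drops; 0% = enzyme with DMSO and 100% = wells lacking PAFAH2 protein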
PREPL inh: human PREPL enzyme inhibition. Q4J6C6. recombinant PREPL, fluorescence polarization activity-based probe. inhibition, % at 5.96 µM. 0.68% of 320,000 active. AID 2751; in the data active = inhibition above about 43%;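 also: 0% = enzyme with DMSO and 100% = wells lacking enzyme; many of its hits are not listed in these tables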
EBNA-1 inh: blocks EBNA-1 binding to DNA; EBNA-1 DNA binding, fluorescence polarization; inhibition, % at 14.8 µM; 0.34% of 300,000 active; in the data active = inhibition above about 28%
LYPLA1 counter: blocks human lysophospholipase 1, a PME1 counter-screen. AID 2174. inhibition, % at 5.9 µM. O75608. 0.16% of 320,000 active. recombinant LYPLA1, FP-Rh probe fluorescence polarization;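 active = inhibition above the mean of all tested compounds plus 3 SD, set per campaign, cut at about 14% in these data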;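 also: inhibitors block serine hydrolase probe labeling of LYPLA1 so polarization falls; 0% = enzyme with DMSO and 100% = wells lacking LYPLA1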
PAFAH1B3 inh: blocks human PAF acetylhydrolase 1B catalytic subunit 3; Q15102; recombinant PAFAH1B3, FP-rhodamine probe, fluorescence polarization; inhibition, % at 3.39 µM; 0.28% of 340,000 active; AID 492972;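 active = inhibition above the screen-wide average of all tested compounds plus 3 SD, cut at about 25% in these data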;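 also: 0% = enzyme with DMSO only and 100% = wells lacking PAFAH1B3 protein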
Target sequence (Q15102 whole entry, looked up): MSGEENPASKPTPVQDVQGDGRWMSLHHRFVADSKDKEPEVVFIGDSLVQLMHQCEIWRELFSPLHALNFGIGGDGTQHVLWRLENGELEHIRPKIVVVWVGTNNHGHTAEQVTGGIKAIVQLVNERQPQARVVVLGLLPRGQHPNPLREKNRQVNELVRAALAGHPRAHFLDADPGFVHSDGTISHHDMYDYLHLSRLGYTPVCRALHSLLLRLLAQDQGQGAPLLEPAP
PAD4 FP inh: PAD4 (human) enzyme inhibition; inhibition, % at 6.36 µM; AID 485272; 0.41% of 330,000 active; recombinant PAD4, RCA probe fluorescence polarization;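 active = percent inhibition above a cutoff equal to the mean of all tested compounds plus 3 SD, cut at about 15% in these data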;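 also: 0% = PAD4 with RCA probe and DMSO and 100% = probe without PAD4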
Target sequence (Q9UM07 whole entry, looked up): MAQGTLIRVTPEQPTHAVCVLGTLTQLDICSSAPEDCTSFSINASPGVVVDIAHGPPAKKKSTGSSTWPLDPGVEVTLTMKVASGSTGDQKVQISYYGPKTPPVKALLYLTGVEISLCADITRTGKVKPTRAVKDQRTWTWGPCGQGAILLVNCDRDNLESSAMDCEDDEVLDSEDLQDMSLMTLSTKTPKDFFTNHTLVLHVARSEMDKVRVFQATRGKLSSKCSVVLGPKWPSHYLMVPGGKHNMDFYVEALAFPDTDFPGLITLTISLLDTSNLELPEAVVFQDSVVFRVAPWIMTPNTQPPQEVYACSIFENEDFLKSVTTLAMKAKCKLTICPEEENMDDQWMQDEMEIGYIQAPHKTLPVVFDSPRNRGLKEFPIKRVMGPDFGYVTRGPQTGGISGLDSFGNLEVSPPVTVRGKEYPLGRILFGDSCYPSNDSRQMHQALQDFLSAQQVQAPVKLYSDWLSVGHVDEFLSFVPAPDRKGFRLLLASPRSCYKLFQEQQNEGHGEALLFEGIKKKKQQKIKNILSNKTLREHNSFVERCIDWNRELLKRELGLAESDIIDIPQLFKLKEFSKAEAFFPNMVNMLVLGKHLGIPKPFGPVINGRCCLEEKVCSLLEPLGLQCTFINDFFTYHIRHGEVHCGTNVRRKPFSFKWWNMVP
GSTO1 counter: GSTO1 inhibition, counter-screen for RBBP9 inhibitors; recombinant GSTO1, activity-based probe fluorescence polarization; inhibition, % at 5.96 µM; 1.1% of 300,000 active;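 active = inhibition above the campaign mean inhibition plus 3 SD, cut at about 35% in these data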;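 also: 0% = GSTO1-1 with DMSO and 100% = wells lacking GSTO1-1 enzyme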
ZTA counter: counter-screen for EBNA-1 inhibitors: inhibitors of Epstein-Barr virus ZTA; P03206; ZTA-DNA binding, fluorescence polarization; inhibition, % at 11 µM; 0.15% of 320,000 active; in the data active = inhibition above about 33%
The depositor's hits bear a star; / = no result given. Some of the compounds tested. The share of hits here may be higher or lower than overall.

SMILES	LYPLA2 inh	PAFAH2 inh	PREPL inh	EBNA-1 inh	LYPLA1 counter	PAFAH1B3 inh	PAD4 FP inh	GSTO1 counter	ZTA counter
COc1ccc(Cl)cc1NC(=O)CN(C)C(=O)c1cn(-c2ccccc2)nc1-c1cccnc1	3	-4	-14	3	-3	3	-1	2	1
Cc1ccc(C(=O)NCCCNc2ccc(C(F)(F)F)cc2[N+](=O)[O-])cc1	3	0	14	8	0	8	4	1	18
Cc1cc(C)n(C(=O)c2ccncc2)n1	1	/	4	-1	1	/	-5	0	13
CC(C)Cn1c(CN2C(=O)c3ccccc3C2=O)nc2ccccc2c1=O	13	2	1	-5	6	3	0	-4	-2
c1coc(-c2nnc(SCc3cn4ccccc4n3)o2)c1	2	5	10	4	1	-3	0	2	-4
CN1CCC(OC(=O)C23CCC(C)(C(=O)O2)C3(C)C)CC1 (configuration not stated)	1	-1	11	12	-2	9	1	2	-10
COc1ccc(CCn2c(=S)[nH]c3ccc(N4CCOCC4)cc3c2=O)cc1OC	1	8	18	10	2	5	-8	9	7
O=C(NNS(=O)(=O)c1ccc(Br)cc1)NC1CCCCC1	3	-5	4	8	-2	10	2	2	-1
COc1ccccc1N1CCN(C(=O)CSc2nnc(-c3ccoc3C)o2)CC1	1	3	1	3	2	8	3	30	-1
CCOC(=O)CC1C(=O)NCCN1C1CCCC1 (configuration not stated)	-3	-12	-1	0	-3	6	1	5	15
Cc1ccc(-c2nc(CS(=O)(=O)CC(=O)NCc3cccc(F)c3)c(C)o2)cc1	-3	-2	-20	-5	-2	4	-1	2	6
COc1cc(NC(=S)NC(=O)C(C)C)ccc1NC(=O)c1cc2ccccc2o1	-1	-2	-2	-4	-2	3	2	-1	-23
O=C(O)c1ccc(Oc2cccc([N+](=O)[O-])c2)cc1C(=O)O	1	-10	-1	6	-2	4	-3	2	-7
Cc1nc(=O)c(-c2ccccc2)c(C)n1CCCCCC(=O)O	-5	2	4	3	-2	5	-4	1	1
Cc1ccc(S(=O)(=O)n2ccc3c2CCCC3=O)cc1	7	-3	10	8	3	-10	6	1	-4
COc1ccc(CCNC(=O)CSc2nnc3ccccn23)cc1	0	-3	9	3	2	9	-1	6	-11
COc1cc(/C=N/n2nnnc2Nc2ccccc2)cc(OC)c1OC	-7	4	3	-7	-21	-4	-1	-2	-17
Cc1ccc(COc2ccc(/C=N/O)cc2)cc1	-1	1	0	5	-4	1	0	-2	-2
Cc1cccc(Nc2nc(N)nc(-c3oc4ccccc4c3C)n2)c1	-43	-21	18	0	-20	-7	-4	-33	0
CCN(CC)S(=O)(=O)c1ccc(N2CCOCC2)c(NC(=O)Cc2cccc3ccccc23)c1	-1	60*	8	11	-2	6	-2	-5	0
O=C(COC(=O)Cn1cnc2ccccc2c1=O)Nc1ccc(Cl)c(C(F)(F)F)c1	-2	-2	1	-7	-3	2	0	3	4
CC1CCCCC12NC(=O)N(CC(=O)N1CCN(S(=O)(=O)/C=C/c3ccccc3)CC1)C2=O (configuration not stated)	0	3	9	/	-3	9	-5	/	-4
Cc1cc(Cl)c(S(=O)(=O)NCc2ccncc2)cc1OCC(N)=O	-2	-1	-1	13	1	2	3	8	9
O=C(CSc1ccccn1)N1CCc2ccccc21	1	1	15	8	3	-2	0	3	-5
C=CCOc1ccccc1/C=c1\sc2nc(=O)c(C)nn2c1=O	1	21	11	-2	-6	10	5	13	-2
Further entries
SMILES	LYPLA2 inh	PAFAH2 inh	PREPL inh	EBNA-1 inh	LYPLA1 counter	PAFAH1B3 inh	PAD4 FP inh	GSTO1 counter	ZTA counter
O=C(CN1C(=O)NC2(CCCC2)C1=O)NCc1ccc(Cl)cc1	/	9	2	/	/	-7	-3	/	/
O=C(NC1CCCCC1)Sc1ccc(Cl)cc1	5	7	9	13	3	3	-3	2	-4
CN1CCN(S(=O)(=O)c2ccc(Br)s2)CC1	1	-9	-2	8	3	6	-4	-1	1
CCOC(=O)c1ccc(NC(=S)N2CCSC2c2ccc(OC)cc2)cc1 (configuration not stated)	-7	-4	-6	-10	-5	3	-3	-4	8
CCc1ccccc1NC(=O)C(Cc1ccccc1)c1nn[nH]n1 (configuration not stated)	4	-1	6	1	1	6	-4	0	-5
COc1ccc(/C=C(/NC(=O)c2ccccc2)C(=O)N2CCOCC2)cc1OC	7	3	11	0	-1	7	-4	8	-2
CCOc1cnc(-c2ccc(Cl)cc2)o1	2	3	12	4	-3	-4	-6	3	-3
CCN(CC)C1CCN(C(=O)c2cc(COc3ccc(F)cc3Cl)on2)C1 (configuration not stated)	-5	-2	25	-4	1	5	-3	0	4
C/C(=C\COc1ccc2ccc(=O)oc2c1)CC[C@@H](O)C(C)(C)O	-1	4	-1	/	-2	8	-2	/	7
COCCNC(=O)C(=O)NNC(=O)COc1ccc(OC)cc1	0	-1	-2	5	-1	-4	-2	0	-1
COCCCn1c(=O)c2sccc2n2c(CCCC(=O)NCC3CCCO3)nnc12 (configuration not stated)	-2	13	1	-1	-2	5	0	2	0
O=C(CN1CCOCC1)NNc1c2ccccc2nc2ccccc12	1	3	1	-14	-4	-4	1	10	2
O=C(Nc1ncccn1)c1ccc([N+](=O)[O-])cc1[N+](=O)[O-]	-3	5	6	0	0	6	2	2	-11
Cc1ccccc1-n1nnnc1SCc1csc(-c2ccccc2)n1	-3	17	-29	-5	-1	8	1	-4	-1
CCCCSCCCNC(=O)c1ccc(CS(=O)(=O)c2ccccc2OC)o1	9	6	2	9	2	5	-1	6	-7
Cc1ccc(NC(=O)OC(C)CNC(=O)Oc2cccc(C)c2)cc1 (configuration not stated)	7	-10	7	-9	3	6	-1	-3	-20
CN(CCc1ccccn1)C(=O)CCC1CCCN(Cc2ccccc2OC(F)F)C1 (configuration not stated)	2	-2	5	5	2	1	5	-3	1
C[C@]12CC[C@@H]3c4ccc(O[C@@H]5O[C@H](C(=O)O)[C@@H](O)[C@H](O)[C@H]5O)cc4CC[C@H]3[C@@H]1C[C@@H](O)[C@@H]2O	6	4	-4	3	1	4	-3	-1	-1
Nn1cnnc1SCC(=O)Nc1ccc(C2CCCCC2)cc1	-2	15	-12	10	-1	4	-6	0	3
Cc1cc(N2CCC(C)CC2)nc2cccc(O)c12	5	2	-5	-5	-1	12	-1	-5	5
CC(=O)N1c2ccccc2C(=O)C1N(C)c1ccc(C)cc1 (configuration not stated)	-5	-1	7	6	0	9	-6	14	7
O=[N+]([O-])c1ccc(OCc2cnc(Cl)s2)c([N+](=O)[O-])c1	14	5	3	-2	-4	8	-3	12	3
Cc1ccc(-c2nnc(Nc3ccc4c(c3)OCO4)c3ccccc23)cc1S(=O)(=O)NC(C)C	6	18	50*	-15	-3	8	-3	5	-6
CCOC(=O)c1ccccc1NC(=O)Cc1ccc(OC)c(S(=O)(=O)N2CCOCC2)c1	/	-1	10	/	/	3	-1	/	/
COc1cccc(/C=N/NC(=O)CO/N=C(\C)c2cccs2)c1OC	5	10	4	0	-5	6	1	8	-15

4 entries picked at random from the list so far:
SMILES	LYPLA2 inh	PAFAH2 inh	PREPL inh	EBNA-1 inh	LYPLA1 counter	PAFAH1B3 inh	PAD4 FP inh	GSTO1 counter	ZTA counter
O=[N+]([O-])c1ccc(OCc2cnc(Cl)s2)c([N+](=O)[O-])c1	14	5	3	-2	-4	8	-3	12	3
CCN(CC)C1CCN(C(=O)c2cc(COc3ccc(F)cc3Cl)on2)C1 (configuration not stated)	-5	-2	25	-4	1	5	-3	0	4
O=C(Nc1ncccn1)c1ccc([N+](=O)[O-])cc1[N+](=O)[O-]	-3	5	6	0	0	6	2	2	-11
COCCNC(=O)C(=O)NNC(=O)COc1ccc(OC)cc1	0	-1	-2	5	-1	-4	-2	0	-1

Results in PAD4 FP inh, for some of the entries so far:
structure	PAD4 FP inh
Cc1ccccc1-n1nnnc1SCc1csc(-c2ccccc2)n1	1
CCCCSCCCNC(=O)c1ccc(CS(=O)(=O)c2ccccc2OC)o1	-1
Cc1ccc(NC(=O)OC(C)CNC(=O)Oc2cccc(C)c2)cc1 (configuration not stated)	-1
CN(CCc1ccccn1)C(=O)CCC1CCCN(Cc2ccccc2OC(F)F)C1 (configuration not stated)	5

The listing continues:
SMILES	LYPLA2 inh	PAFAH2 inh	PREPL inh	EBNA-1 inh	LYPLA1 counter	PAFAH1B3 inh	PAD4 FP inh	GSTO1 counter	ZTA counter
Cc1cc(Cl)c(OCCN2C(=O)NC(C)(C)C2=O)c(Br)c1	-6	1	-11	1	-1	7	2	7	9
O=C(Nc1cccc(-c2cn3ccccc3n2)c1)C1CC1	-4	-5	-7	8	-4	-1	1	-5	-16
CC(/C=N/NC(=O)c1cccc([N+](=O)[O-])c1)=C\c1ccccc1	5	2	9	-4	4	2	-3	2	3
CCOC(=O)c1c(NC(=O)CC)sc2c1CCN(Cc1ccccc1)C2	-6	6	6	-8	-3	-2	-4	4	2
COc1ccc(C(C(=O)NC(C)(C)C)N(Cc2ccc(C)cc2)C(=O)CCC(=O)Nc2cc(C)on2)cc1 (configuration not stated)	0	-1	2	-9	0	5	-2	6	-10
COc1ccc(CN2C(=O)CSC2c2ccccn2)cc1 (configuration not stated)	-1	0	5	-2	1	5	2	6	6
CS(=O)(=O)N(Cc1ccc(C(=O)NCc2ccco2)cc1)c1ccccc1	0	-4	-8	5	-1	-1	3	0	8
CCOc1ccc(NC(=O)CCC(=O)c2ccc(F)cc2)cc1	14	0	-3	-4	3	3	1	3	-21
COc1ccc(NC(=O)c2ccc(NCCN3C(=O)CCC3=O)c([N+](=O)[O-])c2)cc1	-4	3	10	-17	-2	5	-8	2	1
COc1ccc(/C=N/Nc2ccccn2)cc1OC	-4	/	18	-4	1	/	-3	-1	-11
C=C(C)C(=O)Nc1cccc(C2=NOC3(C2)C[C@@H](C(N)=O)N(C(=O)c2ccc(Cl)cc2)C3)c1 (some centres not stated)	11	/	1	7	4	/	-6	9	-10
CC(=O)c1ccc(NC(=O)CN2C(=O)NC(C)(c3ccc4c(c3)OCCO4)C2=O)cc1 (configuration not stated)	-4	-1	11	/	6	8	-2	/	-3
CC(C)OP(=O)(c1ccc(N(C)C)cc1)C(Nc1ccccc1)c1ccccc1 (configuration not stated)	1	1	4	3	0	0	0	7	-11
O=C(CN1CCN(c2ccc(Cl)cc2)CC1)NCc1cccs1	2	6	2	0	-3	7	0	12	6
Clc1ccc(/C=N/N2CCCCC2)cc1	6	-4	-2	0	3	4	-3	4	-2
CCc1nc(SCC(=O)Nc2ccc3c(c2)OCCO3)c2oc3ccccc3c2n1	1	2	4	-5	1	2	-6	-1	-6
CCN1CCN(C(=O)C2CCC(=O)N(CCCN3CCCC3=O)C2)CC1 (configuration not stated)	0	10	4	4	-4	9	-7	3	19
O=C(N/N=C/C1CC2CCC1C2)C1CC1 (configuration not stated)	2	6	-2	-3	1	-1	1	3	-18
Cc1ccc(NCC(=O)Nc2cccc(S(=O)(=O)N(C)C)c2)c(Cl)c1	-15	-4	35	-3	-9	10	2	-2	-3
CC(C(=O)NC(N)=O)N1C(=O)NC(c2ccccc2)(c2ccccc2)C1=O (configuration not stated)	6	-3	-19	5	-1	0	-6	-3	11
COc1cccc(C2C(C#N)=C(N)N(N(C)C)C3=C2C(=O)CC(C)(C)C3)c1OC (configuration not stated)	6	1	0	-9	-6	13	-3	7	-15
CCC(=O)c1ccc(OCC(=O)Nc2ccc3c(c2)OCCO3)cc1	/	4	-15	/	/	1	-4	/	/
Cc1nc(NC(=O)/C=C/c2ccc(Cl)cc2Cl)sc1C(=O)N(C)C	-2	-5	3	8	-2	6	-6	0	5
CC1CCN(S(=O)(=O)c2ccc3c(c2)N(CC(=O)NCCCN2C(C)CCCC2C)C(=O)CO3)CC1 (configuration not stated)	3	0	15	-5	-3	1	0	2	7
O=C(Cn1cc(C(=O)c2ccco2)c2ccccc21)Nc1ccccc1F	7	-14	-11	-1	-2	6	-1	-3	0
Cc1cccc(-n2cnc3cc(C(=O)N4CCc5ccccc54)ccc32)c1	12	2	6	-1	2	0	-3	-5	1
O=C(NCc1ccco1)c1cc2n(n1)C(C(F)(F)F)CC(c1ccc(Br)cc1)N2 (configuration not stated)	-3	1	-17	9	-4	4	-4	-3	18
